# LMPTP block – LMPTP phosphatase inhibitors, primary screen, biochemical, fluorescence intensity, uHTS. 360,000 compounds, 0.22% hits. recombinant LMPTP-A, OMFP fluorogenic substrate. inhibition, % at 20 µM;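 active = compounds that cut the enzyme signal by at least half of the control window in the single-dose screen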;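 also: plate controls were DMSO wells with enzyme plus substrate for no effect and substrate without enzyme for full effect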
# Target sequence (P24666 whole entry, looked up): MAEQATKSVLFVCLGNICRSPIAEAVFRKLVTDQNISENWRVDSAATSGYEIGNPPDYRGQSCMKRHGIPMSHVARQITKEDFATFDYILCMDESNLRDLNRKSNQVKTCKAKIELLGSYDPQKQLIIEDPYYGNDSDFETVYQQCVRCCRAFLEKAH
#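 Material: LMPTP-A; amount: 0.625 nM enzyme; doses: single 20 µM dose; times: reaction 50 min, room temperature, dark; technique: fluorescence intensity of OMFP turnover product; benchmarks: no-enzyme and uninhibited controls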
# DNMT1 block – human DNMT1 methyltransferase inhibitors, primary screen, biochemical, molecular beacon, fluorescence, HinP1I cleavage, uHTS | DNA (cytosine-5)-methyltransferase 1 (Homo sapiens), P26358 | inhibition (reported as % activation of signal), % at 10 µM | 360,000 compounds, 0.83% hits | AID 588458, 2011; in the data active = inhibition above about 50%
# STEP inh – STEP phosphatase inhibitors, primary screen, biochemical, fluorescence intensity, uHTS; Tyrosine-protein phosphatase non-receptor type 5 (Homo sapiens), P54829; recombinant STEP, OMFP fluorogenic substrate; inhibition, % at 20 µM; 360,000 compounds, 0.25% hits; AID 588621, 2011;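 active = inhibition at 20 µM, scaled per plate between control wells, above about 37%, limit read from the data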;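 also: 0% = DMSO with enzyme and substrate and 100% = substrate only without enzyme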
# Target sequence (P54829 whole entry, looked up): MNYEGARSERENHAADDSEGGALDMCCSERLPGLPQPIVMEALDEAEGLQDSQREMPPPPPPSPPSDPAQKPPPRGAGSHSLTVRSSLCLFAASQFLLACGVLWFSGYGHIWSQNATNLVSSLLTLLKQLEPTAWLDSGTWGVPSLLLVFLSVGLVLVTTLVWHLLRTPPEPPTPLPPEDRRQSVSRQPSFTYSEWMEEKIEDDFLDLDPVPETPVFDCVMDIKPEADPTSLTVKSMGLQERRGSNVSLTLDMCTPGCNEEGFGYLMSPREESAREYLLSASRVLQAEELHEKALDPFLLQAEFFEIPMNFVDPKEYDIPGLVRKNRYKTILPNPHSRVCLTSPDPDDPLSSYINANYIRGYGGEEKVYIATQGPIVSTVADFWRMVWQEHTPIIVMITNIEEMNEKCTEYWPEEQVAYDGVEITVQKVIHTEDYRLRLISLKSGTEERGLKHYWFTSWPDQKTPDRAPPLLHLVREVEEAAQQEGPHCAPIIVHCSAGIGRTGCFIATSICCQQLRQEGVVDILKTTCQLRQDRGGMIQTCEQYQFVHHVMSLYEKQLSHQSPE
#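 System: STEP (striatal-enriched tyrosine phosphatase) enzyme, cell-free; medium: Bis-Tris pH 6.0 buffer with DTT, detergent; dosing: 20 µM, 1% DMSO; times: reaction 20 min, ambient temperature; detection: fluorescence, 480/540 nm; read-out basis: normalized % inhibition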
# NadD inh – inhibitors of S. aureus NadD, primary screen, biochemical, colorimetric, uHTS; Nicotinate-nucleotide adenylyltransferase NadD (Staphylococcus aureus N315); 360,000 compounds, 0.78% hits; inhibition, % at 20 µM; purified NadD enzyme, colorimetric absorbance read-out; in the data active = inhibition above about 26%; also: some compounds past the cut are filed as inactive
# Rpn11 block – Rpn11 (PSMD14) deubiquitinase inhibitors, primary screen, biochemical, fluorescence polarization, uHTS; human 26S proteasome, Ub4-pepOG fluorescence polarization; 20S core pre-blocked with epoxomicin; 360,000 compounds, 0.59% hits; AID 588493, 2011; calls only at 20 µM; 26S proteasome non-ATPase regulatory subunit 14 (Homo sapiens), O00487;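 active = inhibition at 20 µM, scaled to each plate's controls, above about 33%, limit read from the data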
# Target sequence (O00487 whole entry, looked up): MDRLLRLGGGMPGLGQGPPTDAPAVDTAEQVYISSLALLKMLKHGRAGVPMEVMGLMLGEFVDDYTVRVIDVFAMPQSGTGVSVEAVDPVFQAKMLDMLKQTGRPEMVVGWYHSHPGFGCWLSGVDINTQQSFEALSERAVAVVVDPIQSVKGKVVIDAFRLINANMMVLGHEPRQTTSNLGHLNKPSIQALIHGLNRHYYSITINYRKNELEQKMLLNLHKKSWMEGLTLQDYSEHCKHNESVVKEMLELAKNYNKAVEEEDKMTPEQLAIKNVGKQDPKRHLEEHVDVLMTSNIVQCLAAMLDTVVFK
# SUMO1-SIM PPI – modulators of SUMO1 protein-protein interactions, primary screen, biochemical, uHTS. Small ubiquitin-related modifier 1 (Homo sapiens), P63165. SUMO1 binding to a labelled peptide, TR-FRET, 1 h. inhibition, % at 20 µM. 360,000 compounds, 0.33% hits. AID 602429, 2012; in the data active = inhibition above about 37%
# MsrA inhibitor – bovine MsrA enzyme inhibitors, primary screen, biochemical, absorbance, HTS; purified bovine MsrA, absorbance read-out; inhibition, % at 15.5 µM; 360,000 compounds, 0.75% hits; in the data active = inhibition above about 4.5%;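 also: 0% = vehicle wells with enzyme and 100% = reference inhibitor wells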
# TbMetRS inhib – T. brucei MetRS inhibitors, primary screen, biochemical, luminescence. inhibition, % at 11.9 µM. purified T. brucei MetRS, ATP depletion, Kinase-Glo luminescence. 360,000 compounds, 0.4% hits. methionyl-tRNA synthetase (Trypanosoma brucei brucei);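 active = inhibition above a per-plate cutoff of the control wells' mean inhibition plus 3 SD, cut at about 5.5% in these data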;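 also: 0% = DMSO wells median and 100% = median of wells with control inhibitor compound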
#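 Material: parasite MetRS enzyme / Replication: singlicate, one well per compound / Signal: luminescence of leftover ATP / Schedule: 2 h aminoacylation at 25 °C after 15 min preincubation / Medium: HEPES-MgCl2-KCl buffer plus DTT, spermine, BSA, pyrophosphatase / Doses: 11.9 µM single point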
# Scp-1 inhibitor – Scp-1 phosphatase inhibitors, primary screen, biochemical, colorimetric, uHTS; AID 493091, 2011; 340,000 compounds, 0.88% hits; inhibition, % at 20 µM; Recombinant Scp1, phosphopeptide, malachite green phosphate absorbance;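 active = inhibition above about 50% at 20 µM, limit read from the data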;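 also: plate controls were DMSO wells with enzyme for no effect and wells lacking enzyme for full effect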
#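 Test system: SCP-1 phosphatase catalytic domain, residues 76-261 | Compound dosing: One concentration, 20 µM, with 1.0% DMSO | Schedule: 45 min room-temperature reaction, 5 min colour, 30 min stabiliser | Detection: Absorbance at 630 nm | Read-out basis: % inhibition of SCP-1 phosphate liberation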
# CSN inh – inhibitors of CSN-mediated cullin deneddylation, primary screen, biochemical, fluorescence polarization, uHTS; COP9 signalosome complex subunit 5 (Homo sapiens), Q92905; Purified CSN, SCF-Nedd8-OG deneddylation; inhibition, % at 12.5 µM; 360,000 compounds, 0.38% hits;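 active = pattern-corrected inhibition above about 35%, with an unprinted fluorescence ratio check between 0.5 and 1.5, limit read from the data, passing the limit was not always enough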;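 also: 0% = enzyme with substrate and 100% = substrate without enzyme; some results filed as inactive read as strong as hits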
#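 test system = HEK293T-derived human Csn5 enzyme | amount = 0.24 nM Csn5 enzyme, final concentration | medium = Tris/NaCl/DTT buffer, pH 7.5 | schedule = 90 min reaction at room temperature | signal = FP | evaluation = inhibition of Csn5 cleavage, % | compound dosing = single dose of 12.5 µM compound with 0.25% DMSO | probe or stimulus = 10 nM SCFSkp2-Nedd8OG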
# An asterisk follows results filed as active; i = inactive; nt = not tested or not shown.
SMILES,LMPTP block,DNMT1 block,STEP inh,NadD inh,Rpn11 block,SUMO1-SIM PPI,MsrA inhibitor,TbMetRS inhib,Scp-1 inhibitor,CSN inh
COc1ccc(NC(=O)C2CCN(C(=O)C3CC(=O)N(c4ccc(C)cc4)C3)CC2)cc1 (configuration not stated),-0.3,2,-1,-3,i,-2,0.4,-0.5,1,-2
COc1ccc(NC(=O)C(c2ccccc2)N(C)C(=O)c2cnccn2)cc1 (configuration not stated),0.0,3,1,-5,i,0,0.5,-0.8,-2,-1
NC(=O)CC(NC(=O)Cc1cccc2ccccc12)c1ccc(NCc2cc(F)ccc2F)c([N+](=O)[O-])c1 (configuration not stated),2.1,17,3,1,i,-12,-1.1,-0.2,1,-4
O=C(Nc1ccc(F)c(Cl)c1)Nc1nnc([C@H]2C[C@H](O)[C@@H](CO)O2)s1,-1.6,0,-4,-1,i,3,3.3,0.1,nt,2
CCN1CCN(c2nc3c(C)cccn3c(=O)c2/C=C(\C#N)S(=O)(=O)c2ccccc2)CC1,3.6,3,0,5,i,-2,2.9,-0.3,1,-1
c1ccc2[nH]c(CSc3nnc(-c4ccncc4)o3)nc2c1,-1.6,1,-2,5,i,3,0.4,1.9,6,-2
O=C(O)c1cccc(NC(=O)C23CC4CC(C2)CC(n2cnc(Cl)n2)(C4)C3)c1,-0.6,0,-1,-1,i,2,-1.0,-0.4,4,-3
COc1ccc(CCC(=O)OCC(=O)Nc2c(C)nn(-c3ccccc3)c2C)cc1,0.5,-3,1,-3,i,-1,-0.2,-0.6,-5,-1
CC(C)CNS(=O)(=O)c1ccc(NC(=O)Cn2nc(-c3ccc(F)cc3)ccc2=O)cc1,-0.2,-5,-2,7,i,-4,-1.8,0.1,-4,-2
O=C(Cn1c2ccccc2c2nc3n(c(=O)c21)CCCS3)Nc1ccccc1,-0.8,-5,-1,10,i,4,2.0,0.5,-5,7
C/C(CC(=O)Nc1ccc2c(c1)OCCO2)=N\NC(=O)c1ccc([N+](=O)[O-])cc1Cl,-1.2,-4,1,-2,i,-28,-1.4,-0.1,-9,-6
Cc1cccc(C(=O)NNC(=O)c2cccc([N+](=O)[O-])c2)c1,-0.2,2,2,-1,i,-17,0.6,0.5,-9,-2
Cc1ccc(-c2ccc(=O)n(CC(=O)NCCN(CC(C)C)CC(C)C)n2)cc1,1.0,-1,-2,-16,i,-4,-1.2,-1.5,-10,-2
CN(C)c1ccc(/C=N/NC(N)=S)cc1[N+](=O)[O-],2.0,-4,-2,-1,i,-27,10*,-0.3,8,-7
CCn1c(SCC(=O)NCc2ccc3c(c2)OCO3)nnc1-c1ccco1,-0.5,3,-2,-1,i,1,-0.6,-0.9,-3,-1
N=c1n(CCN2CCCC2)c2ccccc2n1CC(O)c1ccco1 (configuration not stated),-0.6,0,-3,6,i,-3,-0.1,0.1,-10,-12
COc1ccc(-n2c(C)cc(C(=O)CN3C(=O)C(=O)N(Cc4ccccc4)C3=O)c2C)cc1,2.7,-3,6,9,i,2,-0.3,-0.1,-8,-4
N#Cc1cnn2c(C(F)(F)F)c3c(nc12)CCCC3,3.5,1,-4,-10,i,-3,0.1,-0.6,-1,1
Cc1onc(-c2ccccc2)c1C(=O)OCC(=O)N1CCCCC1,2.6,6,2,0,i,5,-0.3,-0.5,nt,3
CCc1nc2ccc(C(=O)NCCCn3ccnc3)cn2c1N(C)Cc1ccc(OC)cc1,4.5,1,1,0,i,-1,0.0,-0.1,nt,-4
COC(=O)C1=C(C)N(c2ccc(C)cc2)/C(=C/c2cccs2)C1=O,-1.5,1,-1,-5,i,-8,0.9,0.0,-8,-1
CN(Cc1ccccc1)C(=O)COC(=O)c1ccc[nH]c1=O,0.3,-2,0,4,i,10,0.1,-0.2,-4,-4
C=CCOC(=O)C1=C[C@H](c2coc3ccccc3c2=O)[C@@H](CCCO)[C@H](OCC)O1,0.3,1,5,2,i,1,-0.4,0.3,-4,2
CN(C)CCNC(=O)C1Cc2c(-c3ccccc3Oc3ccccc3)ccnc2O1 (configuration not stated),0.1,1,2,-4,i,0,0.8,-0.1,nt,-3
Cc1cc(C)nc(/N=C(\N)Nc2ccc([N+](=O)[O-])cc2)n1,-0.5,0,0,-2,i,-26,2.0,0.8,-6,0
# Following part
SMILES,LMPTP block,DNMT1 block,STEP inh,NadD inh,Rpn11 block,SUMO1-SIM PPI,MsrA inhibitor,TbMetRS inhib,Scp-1 inhibitor,CSN inh
O=C(CCN1C(=O)[C@@H]2Cc3ccccc3CN2C1=O)NCc1ccccc1Cl,-1.3,1,1,-2,i,0,-0.4,0.0,-2,-2
CC(=O)Nc1ccc(S(=O)(=O)NCCC(=O)Nc2ccc(C)cn2)cc1,-0.6,4,1,-4,i,-10,-1.5,0.2,3,-1
C=CCC[C@@H](Cc1ccc(F)cc1)C(=O)OC[C@@H](Cc1c[nH]c2ccccc12)NC(=O)[C@H](CC=C)CC(=O)NCCO,5.4,18,-2,-18,i,4,-1.8,0.4,-14,-2
CC(=O)OC(C(=O)NC1CCCCC1)c1ccc(C#N)cc1 (configuration not stated),-0.7,2,-2,-6,i,0,-0.5,-0.1,-7,-1
CCc1cccc(NC(=O)CN(C)S(=O)(=O)c2cccc3cccnc23)c1,-0.4,2,-4,-4,i,6,-0.7,0.8,-6,3
CCOC(=O)c1[nH]c(=S)n(Cc2ccccc2)c1C(=O)OCC,1.0,2,-2,3,i,0,-0.9,-0.5,10,3
CCCn1nnnc1SCC(=O)N1CCCC1,-1.1,0,0,-2,i,1,0.2,-0.2,2,0
CCOC(=O)c1cc2c(ccn2C)n1CC(=O)N(Cc1ccccc1)c1ccc(F)cc1,0.2,7,0,-3,i,-2,-0.1,-1.3,-7,-4
COCCn1c(SC)nnc1-c1c[nH]c2ccccc12,-1.0,3,-1,-2,i,5,0.2,0.1,-8,-1
COc1ccc(/C=N/NC(=O)CNC(=O)/C=C/c2ccccc2OC)cc1,-1.2,-4,0,-4,i,-10,3.1,-0.2,-2,0
O=C(Nc1cccc(C(=O)O)c1)/C(=C\C=C\c1ccccc1)NC(=O)c1ccccc1,-0.6,2,2,0,i,-3,8.4*,0.2,-9,-5
C=CC[C@@H](CC(=O)NCCO)C(=O)N[C@@H](COC(=O)[C@@H](CC=C)Cc1ccc(F)cc1)Cc1c[nH]c2ccccc12,2.5,10,-1,-11,i,-3,-0.9,-0.4,0,-1
Cc1ccc(/C=C2\SC(=S)N(CCCC(=O)Nc3ccc(O)cc3)C2=O)cc1,0.7,-2,2,0,i,-16,0.3,-0.1,3,2
O=C(Cn1cnc([N+](=O)[O-])c1)NC1CCCC1,-1.7,-3,-2,1,i,-1,-1.0,-0.6,-4,4
CC(=O)Nc1ccc(NC(=O)C2Cc3c(-c4ccc5c(c4)OCO5)ccnc3O2)cc1 (configuration not stated),0.6,-1,0,1,i,8,-1.4,0.1,nt,-4
Cc1ccc(S(=O)(=O)N2CCN=C2c2ccccc2)cc1C,-0.4,4,-15,5,i,1,-0.2,-0.2,-7,2
Cn1c(=O)c2nc(-c3ccc(Cl)cc3Cl)oc2c2ccccc21,89*,34,16,8,i,10,0.8,-0.8,73*,7
CC1(C)Cc2c(sc(NC(=O)c3ccccc3)c2C(=O)O)CO1,-0.7,1,2,3,i,6,2.9,0.4,-8,-2
CCOc1cc2[nH]c(=O)n(CCCC(=O)NCc3ccco3)c(=O)c2cc1OCC,-0.1,6,3,-2,i,1,1.7,-0.1,-2,5
COc1ccccc1-n1c(SCC(=O)O)nc2c(sc(=S)n2-c2ccccc2C)c1=O,-0.6,0,1,-6,i,-5,1.5,-0.9,-10,3
Cc1ccccc1C1C(C#N)=C2N=C(N)c3ccccc3N2C2=C1C(=O)CCC2 (configuration not stated),1.0,1,-1,-3,i,-10,0.6,-0.2,-12,1
S=c1[nH]nc(-c2ccc(Cl)cc2)n1CC1CCCO1 (configuration not stated),-0.7,11,4,2,i,-3,0.0,0.0,-1,0
CC(C)N1CCN(c2ccc(OC[C@H]3CO[C@](Cn4cncn4)(c4ccc(Cl)cc4Cl)O3)cc2)CC1,0.0,-3,-2,-7,i,-5,-0.4,-0.4,-6,-4
CCOc1cc(NC(=O)c2ccccn2)c(OCC)cc1NC(=O)c1cccc(C)c1,0.0,-4,-1,-4,i,2,-0.2,-0.6,-1,-4
CNC(=S)N/N=C/c1c(C)nn(-c2ccccc2)c1Cl,1.1,-1,0,4,i,2,1.2,-0.2,-3,0
CC1=CC(C)(C)N(C(=O)CSc2ncn[nH]2)c2ccc(C)cc21,-1.0,-1,0,-1,i,43*,0.2,-0.6,-7,7
CC(C)C[C@H](NC(=O)c1nc[nH]c1C(=O)N1CCNCC1)C(=O)OCc1ccccc1,-3.3,13,-3,-1,i,-1,1.1,-0.1,2,-1
O=C(NNC(=O)c1ccc2ncccc2c1)c1ccc(Cl)cc1,-0.1,1,0,4,i,1,-1.5,-0.9,-1,-4
CCOC(=O)C1CCN(C(=O)CCC(=O)NNc2nc3ccccc3c3nc(C)nn23)CC1,-1.8,1,0,7,i,1,-0.3,-0.4,-4,-1

# A different layout for some results above:
Cc1ccc(-c2ccc(=O)n(CC(=O)NCCN(CC(C)C)CC(C)C)n2)cc1
- LMPTP block: 1.0
- DNMT1 block: -1
- STEP inh: -2
- NadD inh: -16
- Rpn11 block: i
- SUMO1-SIM PPI: -4
- MsrA inhibitor: -1.2
- TbMetRS inhib: -1.5
- Scp-1 inhibitor: -10
- CSN inh: -2
CN(C)c1ccc(/C=N/NC(N)=S)cc1[N+](=O)[O-]
- LMPTP block: 2.0
- DNMT1 block: -4
- STEP inh: -2
- NadD inh: -1
- Rpn11 block: i
- SUMO1-SIM PPI: -27
- MsrA inhibitor: 10*
- TbMetRS inhib: -0.3
- Scp-1 inhibitor: 8
- CSN inh: -7

# Screens: PubChem BioAssay, several laboratories
